Rad51 HR inh: human RAD51 strand exchange inhibitors, primary screen, biochemical, fluorescence; hRad51 DNA strand exchange, fluorescence dequenching; inhibition, % at 10 µM; hit rate 0.085% among 200,000;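 active = inhibition above 40% at the single screening dose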;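 note: 0% = DMSO control wells and 100% = blanks with heterologous ssDNA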
Target sequence (Q06609 whole entry, looked up): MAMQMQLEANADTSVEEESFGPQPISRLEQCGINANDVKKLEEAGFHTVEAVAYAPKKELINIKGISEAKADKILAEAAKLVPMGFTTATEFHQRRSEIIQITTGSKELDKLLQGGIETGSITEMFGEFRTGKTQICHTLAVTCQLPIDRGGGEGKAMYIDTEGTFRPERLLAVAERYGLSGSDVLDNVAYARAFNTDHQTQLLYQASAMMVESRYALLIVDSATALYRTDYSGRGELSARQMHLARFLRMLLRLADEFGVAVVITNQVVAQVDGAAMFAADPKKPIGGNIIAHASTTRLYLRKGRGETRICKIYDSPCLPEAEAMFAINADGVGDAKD
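Assay system: Human Rad51 nucleoprotein filaments preassembled on unlabelled ssDNA | Reagent: Donor/quencher-labelled 47-bp dsDNA substrate | Doses: One concentration, 10 µM final | Times: 37 °C 15-min filament assembly, 30-min compound preincubation, 15-min exchange | Technique: Fluorescein emission 520 nm, excitation 485 nm | Benchmarks: Plate control and blank wells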
14-3-3 Bad inh: inhibitors of 14-3-3 zeta/Bad binding, primary screen, biochemical, TR-FRET, bovine 14-3-3 zeta; 14-3-3 protein zeta/delta (Bos taurus), P63103; AID 781, 2007; inhibition, % at 21.7 µM; hit rate 0.71% among 220,000; TR-FRET 14-3-3zeta/Dy647-pBad peptide displacement, 1 h;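 active = inhibition above about 70%, limit read from the data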;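 note: 0% = full 14-3-3 plus peptide FRET controls and 100% = background without 14-3-3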
Target sequence (P63103 whole entry, looked up): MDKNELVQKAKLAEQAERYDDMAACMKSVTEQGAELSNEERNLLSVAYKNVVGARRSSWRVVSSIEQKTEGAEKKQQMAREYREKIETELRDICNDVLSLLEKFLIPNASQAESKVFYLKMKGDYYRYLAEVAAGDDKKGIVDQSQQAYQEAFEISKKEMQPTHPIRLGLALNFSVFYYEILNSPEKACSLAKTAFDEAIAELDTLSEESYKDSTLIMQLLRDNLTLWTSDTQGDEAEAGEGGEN
thrombin 1536: human alpha-thrombin inhibitors, primary screen, counter-screen for coagulation protease inhibitor project, biochemical, 1536-well, fluorogenic AMC substrate; inhibition, % at 5 µM; hit rate 0.26% among 220,000; Boc-VPR-AMC fluorogenic substrate cleavage;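 active = inhibition at or above 40%; inactive = inhibition below 40%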;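 note: 0% = enzyme with no compound and 100% = wells without enzyme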
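Test system: human alpha-thrombin protein / Dosing: one concentration per compound, 5 µM, with 0.2% DMSO / Medium: pH 7.5 Tris-saline with Tween 20 / Benchmarks: no-compound enzyme wells and no-enzyme blanks / Read-out basis: percent inhibition of thrombin substrate cleavage / Timing: reaction at room temperature / Measured by: fluorescence, ex 355 nm, em 460 nm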
p47phox inh: p47phox/p22phox peptide binding inhibitors, primary screen, biochemical, uHTS, NADPH oxidase regulatory subunit | hit rate 0.53% among 220,000 | AID 1274, 2008 | inhibition, % at 24.7 µM | fluorescence polarization, 2 h;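 note: 0% = p47phox with labelled peptide and 100% = labelled peptide alone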
Target sequence (P14598 whole entry, looked up): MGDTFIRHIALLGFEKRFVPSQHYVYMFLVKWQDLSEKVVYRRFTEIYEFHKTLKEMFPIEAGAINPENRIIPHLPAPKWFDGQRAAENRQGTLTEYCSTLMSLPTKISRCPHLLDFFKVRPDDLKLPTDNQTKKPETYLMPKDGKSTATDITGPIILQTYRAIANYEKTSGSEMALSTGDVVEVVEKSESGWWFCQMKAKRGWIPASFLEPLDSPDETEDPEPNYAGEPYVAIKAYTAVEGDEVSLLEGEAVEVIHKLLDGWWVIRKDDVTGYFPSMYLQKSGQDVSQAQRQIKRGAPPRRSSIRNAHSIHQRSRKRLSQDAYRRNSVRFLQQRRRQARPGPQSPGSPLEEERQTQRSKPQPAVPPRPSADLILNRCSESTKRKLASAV
eIF4E-4G inh: eIF4E–eIF4G protein interaction inhibitors, primary screen, biochemical, uHTS, TR-FRET, eIF4GI fragment. TR-FRET eIF4E-eIF4GI(517-606) binding, 2 h. inhibition, % at 21.7 µM. AID 782, 2007. hit rate 0.37% among 220,000;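 note: 0% = full FRET control wells and 100% = background wells lacking eIF4GI fragment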
Cl transport mod: KCC2 cotransporter modulators, thallium flux, primary screen, cell-based, HEK293 KCC2, FluoZin-2 fluorescence, MLSMR; AID 1456, 2008; Solute carrier family 12 member 5 (Homo sapiens), Q9H2X9; KCC2 cells, thallium flux FluoZin-2 fluorescence; B-score of Tl+ flux slope (higher = more flux/activation; lower = inhibition) at 10 µM; hit rate 2.2% among 190,000;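 active = thallium flux slope and its plate-corrected score both differing from the plate sample mean at a set confidence after two filtering rounds, in either direction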;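 note: slope of fluorescence scaled to starting intensity during 10 to 20 s after thallium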
Furin inhibitor: human furin inhibitors, primary screen, biochemical, fluorescence intensity. hit rate 0.061% among 220,000. AID 463115, 2010. purified furin, fluorogenic substrate cleavage. P09958. inhibition, % at 30 µM; in the data active = inhibition above about 25%; note: inactives centre near -15
EBV gp42 block: Epstein-Barr virus gp42 inhibitors, primary screen, biochemical, uHTS, fluorescence polarization. Glycoprotein 42 (Epstein-Barr virus (strain AG876)), Q1HVG2. Fluorescence polarization binding assay, mP read-out. inhibition, % (tested at 21.74 µM). hit rate 0.42% among 220,000; in the data active = inhibition above about 50%
hK5 inh: human KLK5 protease inhibitors, primary screen, biochemical, 1536-well. recombinant hK5, fluorogenic AMC substrate cleavage. Kallikrein-5 (Homo sapiens), Q9Y337. hit rate 0.59% among 210,000. inhibition, % at 5 µM;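 active = inhibition of 40% or more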;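 note: 0% = enzyme controls without compound and 100% = no-enzyme blanks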
* = called active by the depositor; / = not tested or not shown; [ ] = dose if it differs, or a comment.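 Rule for the calls, unless noted: active = inhibition above about 30% (limit read from the data); inactive = the rest.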

SMILES	Rad51 HR inh	14-3-3 Bad inh	thrombin 1536	p47phox inh	eIF4E-4G inh	Cl transport mod	Furin inhibitor	EBV gp42 block	hK5 inh
CNC(=S)Nc1ccc(C)c(NC(=S)NC)c1	-7.3	-0.6	-13.4	-0.9	-1.7	0.576	-14.9	-3.8	2.1
O=C(Nc1nc2ccccc2[nH]1)C1CC1	-5.4	1.6	-4.1	9.3	2.2	-0.0551	-4.7	-14.2	6.7
Cc1cc(C)nc(NC(=O)c2cc(-c3ccc(C)s3)nc3ccccc23)c1	-6.5	-18.4	-6.0	-43.4	11.5[fluorescence artefact?]	-1.62	-24.3	-21.5	-17.7
CCCCNc1nnc(SCC(=O)c2c[nH]c3ccccc23)s1	-8.4	0.9[fluorescence artefact?]	-10.3	-16.8	-0.8	-0.368	-6.1	1.0	-21.3
COc1ccc(CCNC(=O)CSc2ccccc2)cc1OC	-3.0	-10.8[fluorescence artefact?]	-8.0	-9.8	6.8[fluorescence artefact?]	-0.0379	-27.9	-2.9	-24.8
CCCCCCOC(=O)C(C#N)c1nc2ccccc2nc1N1CCCCC1 (centres undefined)	-4.8	5.0	6.7	-27.2	-14.2	1.46	-26.5[20 µM]	7.5	24.3
CCn1c(C)nc2cc(C(=O)NNS(=O)(=O)c3c(C)c(C)cc(C)c3C)ccc21	-9.2	-4.1[fluorescence artefact?]	3.4	-47.2	1.6[fluorescence artefact?]	0.633	-13.6[20 µM]	-18.4	-0.3
CCc1nc(N)nc2c1C(=O)CC(C)(C)C2	-7.1	14.4	-6.5	-0.7	15.6	1.09	-8.8	-8.8	1.2
O=C(c1cc2ccccc2oc1=O)N(Cc1ccc2c(c1)OCO2)Cc1ccco1	0.0	-2.5	-2.5	-5.0	-0.8	-0.261	-28.9	-0.8	14.5
CS(=O)(=O)N1CCC(C(=O)NCc2ccco2)CC1	0.5	9.2	-0.5	-9.0	2.3	1.29	-16.5[20 µM]	-10.6	2.0
Cc1ccccc1OCC(=O)OCC(=O)c1ccc(OCc2ccccc2)cc1	/	37.2	12.2	-6.7	0.3[fluorescence artefact?]	-3.84	-0.9	4.3	19.9
Cc1cc(=O)oc2cc(OCC(=O)OC(C)C(=O)NC3CCCC3)ccc12 (centres undefined)	-2.8	2.7	-1.6	-3.2	2.1	-0.113	-6.9	2.0	-0.1
N#Cc1ccc(Oc2ccc(C(N)=O)cc2)cc1C#N	-3.3	-6.1	1.2	-8.6	-3.8	/	-15.1[20 µM]	-21.4	-22.4
C/C=C(/C)C(=O)Nc1cccc(C2=NOC3(C2)C[C@@H](C(N)=O)N(C(=O)[C@H]2CCC(=O)N2)C3)c1 (some centres undefined)	-6.4	-7.9	-3.9	-4.0	-5.7	0.152	-28.0	-9.3	-0.6
COc1ccc(C(=O)N[C@H](C(=O)Nc2nc3c(s2)CCCC3)C(C)C)cc1	11.3	-11.4	-3.2	-8.4	17.4	-1.49	-25.5	-22.4	-13.4
CCOC(=O)/C=C/C(=O)OCC(=O)Nc1ccc(OC)c(Cl)c1	-18.5	2.0	-11.0	-10.7	0.4	0.766	-14.0	-2.3	-9.6
COc1ccc(CNC2CCCCC2)cc1	1.3	68.7	-0.1	-5.8	2.3	0.0106	-28.4[20 µM]	-0.3	-6.6
COC(=O)C1CCN(C(=O)CCC2CCCCC2)CC1	1.3	-7.1[fluorescence artefact?]	-0.4	-15.2	1.0	-2.33	-14.3[20 µM]	-20.9	-5.9
O=C(OCC(=O)c1ccccc1Cl)c1cnccn1	-37.8	3.1	-3.9	6.6	-2.2	0.272	-25.1	-12.6	-7.0
COCCOC(=O)c1c(C)oc2ccc(OC(=O)COc3c(F)c(F)c(F)c(F)c3F)cc12	-1.7	4.6	-0.2	-4.6	2.5	-0.754	-5.9[20 µM]	-1.9	3.8
COC(=O)c1c(C(=O)OC)c(-c2ccccc2)n2c1CCC2	-4.2	1.6	-4.1	-12.3	-3.1	0.937	-18.9[20 µM]	-10.0	-35.2
O=C(CSCc1nc2ccccc2[nH]1)Nc1ccc(Oc2ccccc2)cc1	-0.8	-8.6	-0.2	-14.3	2.3	-0.763	-7.2	0.9	-18.3
Cc1ccc2cc(CN(Cc3ccco3)C(=O)c3cccs3)c(=O)[nH]c2c1	4.4	6.8	-4.0	-11.1	6.7	-0.43	-8.7[20 µM]	0.4	-0.8
Cc1nc(NCc2ccccc2)[nH]c(=O)c1CCC(C)C	1.8	-9.6	-2.9	-3.3	3.0	1.12	-21.7[20 µM]	2.9	-30.5
Cc1ccc(C2CC(=O)c3cnc(NC(=O)c4ccco4)nc3C2)cc1 (centres undefined)	3.0	-2.0	-2.2	-9.2	3.0[fluorescence artefact?]	/	-14.1	-11.4	13.5

Single entries from above.
EBV gp42 block result of CCCCNc1nnc(SCC(=O)c2c[nH]c3ccccc23)s1 is entered as 1.0
thrombin 1536 result of O=C(c1cc2ccccc2oc1=O)N(Cc1ccc2c(c1)OCO2)Cc1ccco1 is entered as -2.5

Continuation.
SMILES	Rad51 HR inh	14-3-3 Bad inh	thrombin 1536	p47phox inh	eIF4E-4G inh	Cl transport mod	Furin inhibitor	EBV gp42 block	hK5 inh
CCn1c(SCC(=O)N/N=C\c2ccccc2OCC(=O)O)nnc1-c1ccc(Cl)cc1	14.9	13.1	-3.0	-13.0	-0.6	0.0813	-15.5	-17.6	-3.0
CCOc1ccc(C(=O)N/N=C/c2cc([N+](=O)[O-])cs2)cc1	7.7	-11.9	-2.8	-5.9	2.5	1.62	-7.3	-2.8	/
Cc1nc(N2CCOCC2)c(C#N)c(C)c1Br	10.6	-0.2	-3.6	-11.7	5.8[fluorescence artefact?]	0.419	-21.9[20 µM]	-21.7	-6.6
N=c1n(Cc2ccccc2)c2ccccc2n1CC(O)c1ccco1 (centres undefined)	-31.8	-3.1	-4.7	-17.9	3.7	/	-17.5	8.2	14.1
Cc1ccccc1NC1=NC(=S)N(c2ccccc2)C12CCCCC2	-6.0	1.8[fluorescence artefact?]	-2.9	-12.9	-3.1	56.6*	-10.1	0.1	0.5
O=C(NNS(=O)(=O)c1ccc(Cl)cc1)c1cnn(-c2ccccc2)c1-n1cccc1	-5.1	-6.4	1.2	-14.2	2.4	/	0.1[20 µM]	-4.1	-2.2
C/C(=N\Nc1ncc(Cl)cc1Cl)c1ccc2c(c1)OCO2	-1.6	-12.8	-1.2	-4.1	-1.4	0.478	4.0	-7.5	-0.9
CN(C)S(=O)(=O)c1ccc(N2CCOCC2)c(C(=O)O)c1	-5.7	1.2	-3.8	-0.4	-1.3	-0.0528	-23.5[20 µM]	-29.9	-12.6
Nc1cc2ccccc2oc1=O	3.3	-13.1	-3.7	-10.0	0.9	0.415	-3.5[20 µM]	-9.4	-16.1
CCn1c(-c2cccnc2Cl)nc2ccccc21	6.9	-5.2	8.2	-6.9	-2.9	/	-18.6[20 µM]	-1.8	-30.2
Cc1ccc(-c2nc3cc(Br)cnc3nc2-c2ccc(C)cc2)cc1	5.0	-7.6	1.1	-22.1	0.0	0.11	-17.1	5.3	-19.4
CCOC(=O)N1CCN(c2c(N3CC=C(c4ccccc4)CC3)c(=O)c2=O)CC1	2.0	4.8	1.1	-13.1	0.3	-1.58	-1.0	-19.7	-2.0
Cc1occc1C(=O)N/N=C/c1ccccc1[N+](=O)[O-]	/	7.7	3.6	-1.9	2.2	-0.565	-11.6	-19.5	5.8
N#Cc1ccc(OCC(=O)N/N=C2/CC(c3ccccc3)Oc3ccccc32)cc1 (centres undefined)	/	-0.8[fluorescence artefact?]	-1.2	23.1	-2.5[fluorescence artefact?]	-0.388	-3.2	-19.5	-9.0
Cc1cccc(-c2onc3ccc(C4(C)OCCO4)cc23)c1	/	-8.6	1.7	-14.2	9.6	-0.884	-16.0[20 µM]	0.2	-5.8
CC(C)N(Cc1nc(-c2ccccc2)no1)C(=O)c1ccc(Br)o1	-2.1	-7.9	-2.1	-16.0	3.1	-0.968	-27.5[20 µM]	-1.9	-4.9
O=C(NCc1ccncc1)C1CCCN(S(=O)(=O)Cc2ccccc2)C1 (centres undefined)	1.9	-14.0	-2.2	-7.5	-6.9	-0.055	-23.1[20 µM]	-0.6	8.4
COc1cccc(OCc2nnc(-c3cccs3)o2)c1	-5.6	-5.6	-23.7	-0.5	-2.9	-0.239	-29.3	-2.1	-0.3
CC(C)/C=C/C(=O)N1CCC(N2CCC(C(=O)N3CCOCC3)CC2)CC1	17.7	-4.0	-9.7	-18.8	0.4	/	-15.5	-3.2	/
COC(=O)CCSc1cc([N+](=O)[O-])cc2c1c(C1OCCS1)nn2-c1ccccc1 (centres undefined)	1.4	-4.7	1.4	1.7	-4.6[fluorescence artefact?]	-0.903	-28.0[20 µM]	24.1	19.5
CCOC(=O)CCc1c(C)c2ccc(OCC)c(C)c2oc1=O	1.4	10.6	-3.0	-4.8	4.8	-1.4	-17.0[20 µM]	1.8	1.7
CCOP(=O)(c1ccccc1)C(O)c1ccc(Br)cc1 (centres undefined)	/	1.3	-8.2	-13.2	-0.5	-0.724	-28.4	-8.2	-34.0
O=C(NC1CCCc2ccccc21)C1CCN(C(=O)c2sccc2-n2cccc2)CC1 (centres undefined)	-3.5	8.7	1.6	-2.4	-2.0	0.487	-18.0	-9.5	-4.1
Cc1nnsc1C(=O)Nc1ccc(Cl)cc1	2.1	8.3[fluorescence artefact?]	-0.9	-10.8	-0.9	0.839	-9.8[20 µM]	-19.1	-7.2
Cc1ccc(-c2csc(Nc3ccc(C(=O)O)cc3)[n+]2Cc2ccccc2)cc1	-45.4	16.2	0.6	-99.2	8.4	-0.133	-12.0	-1.1	-14.1
COc1ccc(NC(=O)O/N=C/c2ccccc2Cl)cc1	-3.2	-5.1	-4.2	-13.8	10.1	-0.694	-21.4	-4.9	-0.6
O=C(COC(=O)c1ccc(NS(=O)(=O)c2cccs2)cc1O)NCc1ccccc1	-3.4	-0.7	-2.7	-6.3	-6.8	-1.1	-12.9	-7.1	-2.2
Cc1cc2ncn(C3CC(=O)N(C)C3=O)c2cc1C (centres undefined)	-2.5	-10.8[fluorescence artefact?]	-4.7	-13.2	13.0	0.384	-15.8[20 µM]	-17.6	24.5
CC1(C)CC(=O)c2cnc(NCC3CCCO3)nc2C1 (centres undefined)	8.9	0.6	5.0	3.0	2.1	0.378	-9.0	-10.7	1.4
N#C/C(=C/c1ccncc1)c1nc2ccccc2s1	-16.5	-6.2	/	-6.5	-5.7	0.0466	2.5	2.5	2.9

Part of the list above, with each value named.
Cc1ccc(-c2csc(Nc3ccc(C(=O)O)cc3)[n+]2Cc2ccccc2)cc1
  Rad51 HR inh: -45.4 | 14-3-3 Bad inh: 16.2 | thrombin 1536: 0.6 | p47phox inh: -99.2 | eIF4E-4G inh: 8.4 | Cl transport mod: -0.133 | Furin inhibitor: -12.0 | EBV gp42 block: -1.1 | hK5 inh: -14.1

CCn1c(SCC(=O)N/N=C\c2ccccc2OCC(=O)O)nnc1-c1ccc(Cl)cc1
  Rad51 HR inh: 14.9 | 14-3-3 Bad inh: 13.1 | thrombin 1536: -3.0 | p47phox inh: -13.0 | eIF4E-4G inh: -0.6 | Cl transport mod: 0.0813 | Furin inhibitor: -15.5 | EBV gp42 block: -17.6 | hK5 inh: -3.0

Compound activity (PubChem)
